Pf apPOL inh: Pf-apPOL DNA polymerase inhibition. actives 0.25% (n = 210,000). inhibition, % at 10 µM. Recombinant Pf-apPOL, molecular beacon fluorescence, 1.5 h
mHTT CaM bind: disrupts binding of mutant huntingtin to calmodulin; AlphaScreen His-mHTT/GST-CaM binding, luminescence; P42858; AID 1671202; actives 3.6% (n = 190,000); inhibition, % at 15 µM;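 further: 0% = both proteins with DMSO and 100% = one protein alone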
Numbers without * were called inactive; . = no result given; & = joins results of further samples. No stated cut-off is given here; in the data, active means inhibition above about 50%; inactive means the rest. Not all compounds are listed; rates above refer to the full screens.

SMILES	Pf apPOL inh	mHTT CaM bind
CC(=O)N1CC(C)(C)c2cc(S(=O)(=O)N3CCN(c4ccccc4)CC3)ccc21	-2	-11
O=C(O)c1ccc(Sc2nnc(-c3cccc(Br)c3)o2)c([N+](=O)[O-])c1	-5	0
Cc1noc(-c2ccccc2Cl)c1C(=O)NCCc1cccs1	4	-6
COc1cccc(/C=C2\N=C(c3ccc(C)c([N+](=O)[O-])c3)OC2=O)c1	-5	6
CCc1ccc(-c2cn3c(n2)SCC3)cc1	.	15
Cc1cc(C)c(S(=O)(=O)N2CCOCC2)cc1N(C)S(=O)(=O)c1ccccc1	-1	3
CCOc1cc(C=O)ccc1OCc1ccccc1[N+](=O)[O-]	-3	8
O=C(c1ccc(S(=O)(=O)N2CCCCC2)cc1)N1CCN=C1SCc1ccccc1	-3	10
COc1ccccc1/C=C/C=C1/N=C(c2cc(Cl)ccc2OC)OC1=O	6	18
C#CCCNC(=O)CC(C)(C)C	-3	-5
CCSc1oc(-c2ccco2)nc1S(=O)(=O)c1ccc(Br)cc1	-1	-7
COc1cccc(C(=O)Nc2c3c(nn2-c2cccc(C)c2)CSC3)c1	-80	53*
CC(C)CC(=O)NC1CCN(c2ccc(F)cc2)C1=O (stereo unspecified)	-6	-1
Cc1ccc(C)c(NC(=O)Cn2ccc3ccc(-c4nnc(C)o4)cc32)c1	1	-18
CC12CCC(C(=O)N3CCCc4ccccc43)(OC1=O)C2(C)C (stereo unspecified)	8	-3
CCN(Cc1ccccc1)Cc1cc(OC)cc(OC)c1	-2	-19
CCC1(C)Cc2c(c(=S)n(C)c3ncnc(N)c23)CO1 (stereo unspecified)	.	-3
CCCC(=O)N1CCc2cn(CC(C)C)c3cccc(c23)C1	-4	53*
CCCN1CCN(C(=O)c2cn3cc(Cl)ccc3n2)CC1	-5	0
CCC(=O)N1CCc2sc(S(=O)(=O)NCc3ccc4c(c3)OCO4)cc2C1	-5	2
CC(C)CCNC(=O)c1cncc(-c2cc(F)ccc2F)c1	0	-6
O=C(Nc1ccc(F)cc1)c1csc(CN2CCN(c3ccccc3)CC2)n1	-2	-2
COc1cc2c3c(ccc2c(OC)c1OC)-c1[nH]ncc1CC3	.	7
Fc1ccc(C2=Nn3c(nnc3-c3ccc(Br)cc3)SC2)cc1	2	-5
CC(C)NC(=O)N1CC(C)C(c2nc(-c3ccccc3)no2)C1 (stereo unspecified)	-2	-4
O=C1N=C(N2CCOCC2)S/C1=C/c1cccc(Cl)c1	0	9
COc1ccc(OC)c(-c2cc(C(=O)NCc3ccc(F)cc3F)[nH]n2)c1	-7	-8
CCOC(=O)N1CCC(NC=C(C(C)=O)S(=O)(=O)c2ccc(Cl)cc2)CC1	-35	.
Cc1cccc(N2CCN(C(=O)C3CCCC3)C(C)C2=O)c1 (stereo unspecified)	2	-1
Cc1nn(C)c2c1S(=O)(=O)N=C(N1CCOCC1)S2	1	.
O=C(CN1C(=O)C(c2ccccc2)=NC12CCCCCC2)Nc1ccc(Cl)cc1	-7	100*
CNc1nccc(N2CCC(CC(=O)NCCCN3CCC(C)CC3)CC2)n1	-8	8
CN1CCc2nc(NC(=O)c3ccc(S(=O)(=O)N(C)C4CCCCC4)cc3)sc2C1	4	25
COc1ccc(Cl)cc1N(CC(=O)Nc1ccc(Cl)cc1)S(C)(=O)=O	-6	24
COc1ccc(S(=O)(=O)N(CC(=O)O)Cc2ccccc2)cc1	-3	-4
O=C(Nc1ccc2c(c1)OCCO2)C1CCN(S(=O)(=O)c2ccc(F)cc2)CC1	3	7
Cc1sc2c(=O)n(C(C)C)cnc2c1C(=O)NCc1ccc(F)cc1	-1	-12
O=C(NC1CCCCC1)O[C@H]1CC[C@@]23CCCN2C(=O)CCC[C@H]3C1	-6	-12
CCn1c(=O)[nH]c2cc(Cl)c(Cl)cc21	-12	.
Nc1c(C(=O)O)sc2nc(-c3ccccc3)cc(-c3ccc(Cl)cc3)c12	-5	32
Cc1ccc2[nH]cc(CCN3CC(C(=O)Nc4ccc(Cl)cc4)CC3=O)c2c1 (stereo unspecified)	0	22
Cc1ccc(CNc2ncnc3c2CCC3)o1	-8	16
Cc1cccn2c(=O)c3cc(C(=O)NC4CCCCC4)c(=N)n(Cc4ccco4)c3nc12	-4	7
Cc1ccccc1CN1C(=O)/C(=C/C(=O)NC2CC2)Sc2ccccc21	-9	20
CC1CCN(C(=O)C2c3ccccc3CCN2CC(=O)Nc2ccc(Cl)cc2)CC1 (stereo unspecified)	-4	62*
CC(CCc1ccccc1)NC(=O)C1COc2ccccc2O1 (stereo unspecified)	-5	-18
Cc1cc(C)cc(NC(=O)OCCN2CCN(Cc3ccccc3)CCC2=O)c1	-4&-7	2&6
O=C(NCCc1csc(-c2ccccc2)n1)C1CCCN1C(=O)Cc1ccc(F)cc1 (stereo unspecified)	-6	10
COC(CNC(=O)c1ccc2c(c1)nc(C)n2-c1cc(C)cc(C)c1)OC	-15	27
CCOc1ccc2nc(N(Cc3cccnc3)C(=O)C3CCCCC3)sc2c1	2	-3
CC1=C(C(=O)N2CCCCC2)C(c2cccs2)C2=C(CCCC2=O)N1 (stereo unspecified)	4	1
COc1ccc(-c2cc3ccc(OCC(=O)OC(C)C)cc3oc2=O)c(OC)c1	-11	-57
O=C(COc1ccccc1)Nc1ccc(Cl)c2ncsc12	-8	-8
Cc1ccc(Nc2c([N+](=O)[O-])cc([N+](=O)[O-])c3cccnc23)cc1C	0	46
O=C(c1cccc(Cl)c1)N1CCN(S(=O)(=O)c2ccc([N+](=O)[O-])cc2)CC1	-2	0
COc1cc(C(=O)Nc2c3c(nn2-c2cccc(Cl)c2)CSC3)cc(OC)c1OC	-9	3
CC1C(Cl)(Cl)C1(c1ccccc1)c1ccccc1 (stereo unspecified)	2	.
C=CCOCC(O)CN1CCN(c2cccc(Cl)c2)CC1 (stereo unspecified)	-8	26
Cc1cc(C)cc(N2CCC(NC(=O)Nc3cccc(C)c3C)C2=O)c1 (stereo unspecified)	-3	-7
O=C(NCc1cccnc1)C(Cc1ccccc1)c1ccccc1 (stereo unspecified)	-2	2

Other results
SMILES	Pf apPOL inh	mHTT CaM bind
Cc1nn2c(=O)/c(=C/c3ccc(Br)cc3)sc2nc1=O	-6	-2
O=C(Nc1cccc(F)c1)Nc1nccn(-c2ccccc2)c1=O	2	-2
CCC(C)N1COc2ccc3c(=O)c(Oc4ccccc4OC)coc3c2C1 (stereo unspecified)	2	4
CCC(Br)C(=O)Nc1ccc(OC)cc1 (stereo unspecified)	1	-7
CC(C)CCNC(=O)C1(C)CCc2ccccc2C(=O)N1Cc1ccccc1 (stereo unspecified)	-4	2
CC12CCC(C(=O)NCc3ccccc3)(OC1=O)C2(C)C (stereo unspecified)	-1	-5
CCOc1ccc(NC(NC(=O)/C=C/c2ccccc2)C(Cl)(Cl)Cl)cc1 (stereo unspecified)	1	36
CCc1nc(-c2ccnc(N3CCOCC3)c2)no1	-6	-6
CC1CCN(S(=O)(=O)c2ccc(C(=O)N3CCN(c4ccc(F)cc4)CC3)cc2)CC1	5	2
COc1ccc(Cl)cc1S(=O)(=O)N1CC2CC(NC(=O)c3ccccc3)C1C2 (stereo unspecified)	-2	6
O=C(Nc1ccc(Cl)cc1Cl)O[C@@H]1CC[C@@]23CCCN2C(=O)CCC[C@H]3C1	-7	-3
COc1cc(C(=O)Nc2c(C)cc(O)cc2C)cc(OC)c1OC	3	-4
Brc1ccc(N=NNc2ccccc2)cc1	.	4
CC12CC3(C)CC(C)(C1)CC(CC(=O)O)(C2)C3	3	-3
Cc1ccc(C)c(N2CCN(C(=O)C3CCCN(c4cnn(C)c(=O)c4)C3)CC2)c1 (stereo unspecified)	-4	19
NS(=O)(=O)c1ccc(CNC2CC(=O)N(c3ccc(Br)cc3)C2=O)cc1 (stereo unspecified)	8	-4
CC(=O)Nc1ccc(S(=O)(=O)N2CCCC(C)(C(=O)NCc3cccc(F)c3)C2)cc1 (stereo unspecified)	-4	4
Cc1c(Br)c([N+](=O)[O-])nn1CC(=O)Nc1cc(C(F)(F)F)ccc1Cl	0	3
CCCOc1ccc(C(O)=C2C(=O)C(=O)N(CCCn3ccnc3)C2c2ccncc2)cc1 (stereo unspecified)	-2	-2
Cc1ccc(C(=O)Nc2c(C(=O)N3CCCCC3)cnn2-c2ccccc2)cc1	5	2
CCOc1ccc2nc(NC(=O)c3cc4ccccc4s3)sc2c1	-8	.
COc1ccccc1CCC(=O)N1CCC(OCc2nc(C)no2)CC1	-7	3
CCN(Cc1ccccc1)C(=O)Cc1ccccc1	-3	-15
O=C(NCc1ccc(-n2ccnc2)cc1)C1CCOC1 (stereo unspecified)	0	-1
COCCNC(=O)CCC1CCCN(C(=O)Nc2ccc(Cl)cc2)C1 (stereo unspecified)	0	1
Nc1c(C(=O)Nc2ccc(S(N)(=O)=O)cc2)sc2nc3c(cc12)CCCC3	-2	17
Cc1nn(S(=O)(=O)c2ccc(Cl)cc2)c(C)c1Cc1c(Cl)cccc1Cl	-1&8	.
CCC(Sc1nnc(NC(=O)c2nc3ccccc3s2)s1)C(=O)OC (stereo unspecified)	-41	5
CCNC(=O)c1cncc(-c2cc(OC)ccc2OC)c1	-1	-2
Cc1cc(C)cc(-n2c(CN3CCN(C(=O)NC4CCCC4)CC3)nc3cccnc32)c1	5	-3
COc1ccc(C(=O)NC2CC3CCC2C3)cc1OC (stereo unspecified)	-5	0
O=C(c1ccccc1)N1CCN(c2nc(-c3ccccc3)cs2)CC1	-7	23
Cc1ccc(C)c(-c2cncc(C(=O)NC3CC3)c2)c1	4	9
COCCn1cc(NC(=O)Nc2ccc(OC)cc2OC)c2ccccc21	-3	22
CN(C)c1ccc(NC(=O)c2ccc(Cn3cc(Cl)cn3)o2)cc1	-3	48
CCCCNC(=S)NC1(C)CCS(=O)(=O)C1 (stereo unspecified)	-5	-7
O=C(Cn1ccc2ccccc2c1=O)Nc1cccc(C(F)(F)F)c1	-9	-6
Cc1ccnc(N=Cc2nc(-c3ccccc3F)oc2O)c1	2	6
COCC(=O)Nc1cnc(-c2ccc(F)cc2)nc1	0	-1
O=C(NCCc1ccc(F)cc1)c1ccco1	-6	4
CC(=O)c1c(C(C)=O)c(C)n(CC(=O)c2ccccc2)c1C	-4	2
O=C(Cc1c[nH]c2ccccc12)N1CCC(c2noc(-c3ccccc3)n2)CC1	4	29
CN(C)c1ccc(C(CNC(=O)c2cccc([N+](=O)[O-])c2)N2CCOCC2)cc1 (stereo unspecified)	-5	-7
COc1cccc(C(=O)c2oc3ccccc3c2NC(=O)c2ccccc2[N+](=O)[O-])c1	-3	-10
CC(Oc1ccc(-c2cnc3ccccc3n2)cc1)C(=O)N1CCCC1 (stereo unspecified)	-1	-7
CCc1ccc(NC(=O)CN2C(=O)C3(OCCCO3)c3ccccc32)cc1	-5	-1
CC1CCCN(CC(O)COCc2ccc(Cl)cc2)C1 (stereo unspecified)	-4	-4
O=C1C2C3C=CC(C4CC34)C2C(=O)N1c1ccc(Cl)cc1 (stereo unspecified)	-10	-5
CC(C)n1cc2cc(C(=O)N3CCCCC3)sc2c1	-3	2
Cc1ccc(C(C)NC(=O)c2ccc(-c3cccnc3)nc2)c(C)c1 (stereo unspecified)	3	-7
CCN(CC)C(=O)CC[C@@H]1CC[C@]2(CCCN(C(=O)C(C)(C)C)C2)O1	0	6
CC(=NOCc1cccc(C(=O)Oc2ccc(C(F)(F)F)cc2)c1)c1ccc(Cl)c(Cl)c1	-20	.
COc1ccc(NS(=O)(=O)c2ccc(NS(=O)(=O)c3ccc(C)cc3)cc2)nn1	-4	-1
CCOc1ccc(S(=O)(=O)N2CCSC2c2ccc(OC)c(OC)c2)cc1 (stereo unspecified)	-1	2

Compound activity (PubChem)
